Rac1 GTP hydrolysis: MgcRacGAP GTPase-activating activity inhibitors, confirmation, biochemical, ADP Hunter fluorescence; MgcRacGAP-stimulated Rac1 GTP hydrolysis, ADP Hunter fluorescence; higher % means a stronger effect; GST-tagged Rac1 F28L mutant substrate; inhibition, % at 30 µM; hits with a dose series show IC50 in µM; 340,000 compounds, 0.6% hits; AID 624330;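 active = first-screen hits whose inhibition reached a set limit at any dose in the follow-up dose series; inconclusive = inhibition above the set first-screen limit but never retested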;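 also: fluorescence reports GDP produced by GAP-driven GTP hydrolysis; strong numbers were not always called active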
K1F lysis inhibition: inhibition of K1F phage lysis, E. coli UTI89, bacterial capsule biogenesis inhibitors, alamar blue (AID 488966) | inhibition, % at 100 µM, or IC50 in µM where a hit was titrated | 340,000 compounds, 0.02% hits | E. coli UTI89 K1F phage lysis, alamar blue, 2 h; higher % means a stronger effect;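 active = phage lysis inhibition, versus mean bacterial control, above a set limit; inconclusive = no clear call, values can overlap the other calls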;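 also: capsule biogenesis inhibitors block K1F phage lysis so surviving cells raise fluorescence; higher fluorescence means more inhibition of phage lysis; actives were called in the ten point dose series up to 300 µM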
GPR55 antagonists: inhibition of LPI-stimulated GPR55 beta-arrestin translocation – imaging, U2OS, beta-arrestin-GFP, LPI agonist, primary screen (AID 2013); U2OS GPR55 beta-arrestin-GFP translocation imaging, LPI antagonism; higher % means a stronger effect; one-dose inhibition, % at 10 µM; IC50 in µM for titrated hits; 290,000 compounds, 0.13% hits;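 active = spots per cell inhibited over 60%, with over 100 cells counted and total cytoplasm intensity under 500,000; inconclusive = wells with under 100 cells, flagged as likely toxic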;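 also: U2OS cells stably carrying GPR55 and arrestin-GFP stimulated by 5 µM LPI near EC80; imaged beta-arrestin-GFP aggregate spots per cell after agonist stimulation; plate controls were LPI-stimulated DMSO wells for no effect and DMSO wells without LPI for full effect; some results filed as inactive read as strong as hits; confirmed hits need IC50 under 10 µM and bright autofluorescent wells are also inconclusive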
GPR55 activation: selective activators of receptor GPR55 – imaging, U2OS cells, beta-arrestin-GFP redistribution, primary screen (AID 1961); U2OS GPR55 beta-arrestin-GFP redistribution imaging; higher % means a stronger effect; activation, % at 10 µM; hits with a dose series show EC50 in µM; 290,000 compounds, 0.048% hits;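 active = activation above 40% with more than 50 cells counted in the well; inconclusive = wells holding fewer than 50 cells, flagged as toxic or sparse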;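 also: U2OS osteosarcoma cells stably expressing GPR55 and beta-arrestin-GFP; plate controls were DMSO negative control for no effect and LPI positive control for full effect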
KOR beta-arrestin-1: KOR antagonists, beta-arrestin recruitment, cell-based, luminescence, uHTS (AID 1778). 290,000 compounds, 0.091% hits. inhibition, % at 10 µM, or IC50 in µM where a hit was titrated. KOR beta-arrestin recruitment, luminescence, antagonist mode; higher % means a stronger effect; in the data active = inhibition above about 50%; also: strong numbers were not always called active
KOR beta-arrestin-2: KOR agonists, beta-arrestin recruitment, primary screen, cell-based, luminescence, uHTS (AID 1777) | KOR beta-arrestin recruitment, luminescence; higher % means a stronger effect | activation, % at 10 µM; hits with a dose series show EC50 in µM | 280,000 compounds, 0.02% hits; in the data active = activation above about 50%, passing the limit was not always enough; also: a part of the inactive calls stands beside numbers as strong as those of hits
GPR35 arrestin U2OS: GPR35 antagonists blocking zaprinast-driven arrestin recruitment, primary screen, imaging, U2OS, beta-arrestin-GFP, zaprinast agonist (AID 2058); U2OS GPR35 beta-arrestin-GFP translocation imaging, zaprinast antagonism; higher % means a stronger effect; inhibition, % at 10 µM; hits with a dose series show IC50 in µM; 290,000 compounds, 0.052% hits;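 active = inhibition of at least 50% with at least 30 cells and total cytoplasm GFP at most 10,000,000; inconclusive = under 30 cells or total GFP of 10,000,000 plus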
NTR1 ag: NTR1-driven beta-arrestin-GFP spot formation – imaging, U2OS cells, high content, primary screen (AID 493036); P30989; agonist mode; activation, % at 20 µM; 330,000 compounds, 0.17% hits;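 active = activation at or above 40% of the spot to cytoplasm intensity ratio, with at least 20 cells analyzed; inconclusive = wells under 20 cells, flagged as cytotoxic or low count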;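 also: 0% = DMSO without peptide and 100% = 100 nM NTR1 peptide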
Target sequence (P30989 whole entry, looked up): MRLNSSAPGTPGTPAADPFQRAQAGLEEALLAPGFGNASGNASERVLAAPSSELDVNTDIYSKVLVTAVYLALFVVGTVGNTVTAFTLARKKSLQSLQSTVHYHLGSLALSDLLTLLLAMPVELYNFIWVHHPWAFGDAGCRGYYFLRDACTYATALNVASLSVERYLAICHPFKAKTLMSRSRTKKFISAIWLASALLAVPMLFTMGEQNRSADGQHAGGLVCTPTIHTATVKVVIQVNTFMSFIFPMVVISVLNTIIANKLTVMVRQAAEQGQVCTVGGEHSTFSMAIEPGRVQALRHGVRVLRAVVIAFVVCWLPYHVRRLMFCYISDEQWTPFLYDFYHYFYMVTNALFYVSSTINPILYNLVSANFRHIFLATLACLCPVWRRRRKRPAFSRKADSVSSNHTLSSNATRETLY
NOD1 NF-kB reporter: NOD1 signaling inhibitors, primary screen, cell-based, luminescence, uHTS (AID 1578); NOD1-driven NF-kB luciferase reporter cells, luminescence; higher % means a stronger effect; inhibition, % at 4 µM; hits with a dose series show EC50 in µM; 290,000 compounds, 1% hits; in the data active = inhibition mostly above about 36%, no sharp cut-off; inactive = mostly below about 34%;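 also: HEK-293T reporter cells stimulated with the NOD1 agonist gamma-tri-DAP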
NTR1 ag cell count 20 µM: further read-out of NTR1 ag, marked with its call; cell count; measured here: cell count, cytotoxicity flag
Numbers without * were called inactive; ? = inconclusive; . = not tested or not shown; [ ] = remark or other dose.

Values run as follows: Rac1 GTP hydrolysis	K1F lysis inhibition	GPR55 antagonists	GPR55 activation	KOR beta-arrestin-1	KOR beta-arrestin-2	GPR35 arrestin U2OS	NTR1 ag	NTR1 ag cell count 20 µM	NOD1 NF-kB reporter
Cc1ccc(N/N=C/c2cccnc2)cc1
    13.7%	0.5%	0.8%	0.0%	0.7%	-0.7%	8.6%	3.0	59	-80.6%
C/C(=N\NC(=O)C1CC1)c1ccc(NC(=O)c2ccc(Br)o2)cc1
    .	.	-2.2%	-0.1%	-36.6%[20 µM]	0.5%	-8.0%	2.1	92	-38.5%
C=C(c1ccccc1Cl)[n+]1ccccc1
    -11.7%	0.1%	-6.7%	-0.1%	12.6%[20 µM]	-2.4%	-7.9%	0.3	50	-22.0%
N#CCc1ccc(NS(=O)(=O)c2ccc(N3CCCC3=O)cc2)cc1
    3.5%	6.3%	3.3%	1.4%	-26.1%	-3.9%	11.0%	-0.6	54	0.6%
CCCn1c(N2CCN(Cc3cccc(C)c3)CC2)nc2c1c(=O)[nH]c(=O)n2C
    -1.5%	-1.2%	-5.3%	-0.1%	-7.3%	2.4%	7.1%	4.0	58	-10.9%
CC1=NC2(CCCc3c2no[n+]3[O-])N(O)C1(C)C (stereo not drawn)
    5.6%	0.1%	-4.4%	0.2%	5.0%	6.7%	5.4%	0.3	47	19.4%
COc1cc(OC)c(NS(=O)(=O)c2cc(C(=O)OCC(=O)NCC3CCCO3)ccc2OC)cc1Cl (stereo not drawn)
    4.9%	0.5%	9.2%	0.0%	9.2%	-0.9%	-3.8%	1.3	40	-10.6%
Cc1ccc(Oc2nccc(-c3ccc(Cl)cc3)n2)cc1
    7.8%	0.7%	4.0%	-0.3%	-23.2%	-2.2%	6.9%	1.5	46	-15.7%
COc1ccc(NC(=O)C(CCSC)N2C(=O)c3ccccc3C2=O)cc1 (stereo not drawn)
    2.9%	0.3%	-11.3%	-0.1%	-1.6%	-3.1%	-15.4%	-0.1	94	3.7%
COc1ccc(C(=O)C2CCN(C(=S)Nc3ccc(F)cc3)CC2)cc1
    8.1%	-0.1%	13.8%	-1.0%	-8.2%	2.0%	7.5%	0.4	47	23.2%
CC(C)c1cc(C(=O)O)n(-c2ccccc2)n1
    2.8%	2.2%[50 µM]	11.4%	0.0%	-27.0%	5.1%	10.2%	-0.9	64	0.5%
COc1ccc(CCNc2oc(COc3ccccc3F)nc2C#N)cc1
    2.3%	-0.1%	-6.4%	-0.2%	19.3%	1.4%	-14.0%	1.7	66	-14.9%
CC(NC(=S)NNS(=O)(=O)c1cccc([N+](=O)[O-])c1)c1ccccc1 (stereo not drawn)
    2.1%	-0.1%	9.5%	-0.1%	15.4%	-3.8%	5.5%	1.7	64	-23.0%
c1cc2c3c(cccc3c1)C(N1CCCCCC1)=N2
    10.5%	-0.1%	17.5%	-0.4%	-31.3%	0.6%	7.8%	0.7	78	8.7%
CN(c1ccc([N+](=O)[O-])cc1C(=O)Nc1ccccc1)C1CCCCC1
    3.9%	1.1%	-5.4%	-0.2%	15.4%	-0.1%	15.9%	2.8	63	.
CC1CCc2c(sc(/N=C/N(C)C)c2C#N)C1 (stereo not drawn)
    8.1%	0.1%	-9.7%	0.2%	9.3%	-1.0%	-17.5%	1.1	59	-50.9%
O=C(N/C(=C\c1cccc(Br)c1)C(=O)N1CCOCC1)c1ccco1
    5.5%	0.1%	5.7%	-0.1%	-29.6%	0.3%	15.6%	1.6	42	-12.1%
Cc1cccc(NC(=O)C2COc3ccccc3O2)c1 (stereo not drawn)
    10.2%	0.1%	-2.0%	0.2%	20.1%	-0.7%	-0.4%	0.6	107	-23.0%
O=c1[nH]c(CN2CCN(Cc3ccc4c(c3)OCO4)CC2)nc2sc3c(c12)CCC3
    .	.	11.6%	-0.2%	-126.4%	3.1%	0.6%	.	.	-28.7%
COc1cc(CNc2ccc3[nH]c(=O)[nH]c3c2)ccc1OCc1ccc(F)cc1Cl
    ?	2.4%[50 µM]	-7.6%	-0.3%	-24.1%	-5.8%	-3.6%	0.4	75	.
CN(C(=O)Cn1cc(C(F)(F)F)ccc1=O)c1c(N)n(Cc2ccccc2)c(=O)[nH]c1=O
    5.3%	0.3%	6.3%	-0.3%	12.5%	3.9%	-2.2%	0.0	52	-9.1%
COc1cccc(S(=O)(=O)Nc2ccc(C(=O)N3CCCCCC3)cc2)c1
    -6.9%	0.5%	5.1%	-0.3%	2.1%	-0.8%	21.9%	0.1	65	18.3%
CC(C(=O)N1CCOCC1)N1C(=O)C2C3CC(C(Br)C3Br)C2C1=O (stereo not drawn)
    0.7%	1.4%[50 µM]	0.0%	-0.2%	.	-1.4%	-5.5%	5.2	55	-20.5%
Cc1ccc(C(=O)Nc2nc(C)c(C(=O)Nc3ccc4c(c3)CCC4)s2)cc1
    -3.0%	2.4%	-4.1%	0.2%	-52.2%	2.0%	-5.8%	1.6	63	-55.9%
O=C(Nc1cccc(Cl)c1)c1ccc(Cn2cc(Cl)cn2)cc1
    1.7%	-2.1%	-5.4%	-0.3%	27.1%	-4.2%	-5.5%	3.3	45	-42.6%
CC(=O)NCCNc1nc2c(-c3cccc(C(F)(F)F)c3)nnn2c2ccccc12
    12.9%	0.1%	-6.9%	0.3%	11.8%	-1.7%	-2.6%	3.1	50	-5.5%
CCCN1CCN(CCCNC(=O)CN2C(=O)C(CC)Oc3ccccc32)CC1 (stereo not drawn)
    11.1%	0.2%	5.9%	-0.1%	15.2%	0.0%	5.3%	-1.1	40	6.6%
NC(=O)C1Cc2ccccc2CN1S(=O)(=O)c1ccc(Cl)s1 (stereo not drawn)
    4.0%	0.3%	-1.3%	0.2%	-5.1%	-4.5%	0.6%	1.6	37	-22.3%
Cc1cc(-c2ccccc2)n2ncc(-c3ccccc3)c2n1
    5.3%	1.3%	4.2%	-0.3%	23.0%	4.2%	17.4%	7.2	43	11.4%
CCCCC(=O)Nc1cc(C)c(NC(=O)c2cccs2)cn1
    0.0%	0.4%	10.7%	0.1%	-21.4%[20 µM]	.	8.6%	0.1	57	-31.2%
CCn1cc(CCC(=O)NCc2ccccc2OC)c2ccccc21
    -10.8%	0.1%	-5.4%	-0.1%	-12.4%	-7.5%	-5.0%	0.5	97	-5.7%
COCCNC(=O)Cn1nc(C(F)(F)F)c(Br)c1C
    5.7%	7.5%	2.4%	-0.5%	-23.9%	0.2%	-10.5%	-0.2	52	-18.7%
Cc1ccc(NC(=S)Nc2ccc(S(=O)(=O)Nc3ncccn3)cc2)c(C)c1
    13.0%	1.4%[50 µM]	-0.4%	-0.2%	6.7%	-0.3%	7.5%	-0.3	53	-6.3%
N#Cc1c(N)nc2c(c1-c1ccncc1)CCCC2
    5.6%	-0.1%	14.5%	-0.3%	34.0%	0.0%	19.8%	-0.4	69	10.9%
COc1ccc(NC(=O)CSc2nc3nc(C)cc(C)c3c(=O)[nH]2)cc1
    -4.3%	-0.1%	-8.8%	0.0%	-25.8%	3.6%	-1.2%	-0.1	69	-29.7%
O=C(Nc1ccccc1N1CCN(c2ccc(F)cc2)CC1)c1ccccc1
    -4.4%	0.6%	-4.3%	-0.1%	-16.0%	3.7%	18.0%	4.5	67	-8.0%
Cc1ccc(F)cc1NC(=O)CCC(=O)c1cccs1
    1.3%	1.9%	2.5%	0.3%	10.1%	0.6%	-6.0%	-3.1	76	-19.4%
O=C(OCC(=O)c1ccc(Cl)s1)c1cnccn1
    8.9%	1.0%	5.1%	-0.1%	4.6%	3.8%	-9.0%	-0.8	54	-51.5%
O=C(N/C(=C\c1ccco1)C(=O)N1CCCC1)c1cccs1
    11.5%	4.1%	8.8%	-0.3%	0.6%	-2.6%	-1.5%	0.0	43	-26.5%
O=C1c2[nH]nc(-c3ccccc3O)c2C(c2cccc(Cl)c2)N1Cc1ccco1 (stereo not drawn)
    0.3%	1.1%	4.0%	-0.1%	-12.6%	-3.5%	-6.7%	46.5*	85*	13.1%

5 entries from above, sorted by their value in NOD1 NF-kB reporter, largest number first.
molecule | NOD1 NF-kB reporter
O=C1c2[nH]nc(-c3ccccc3O)c2C(c2cccc(Cl)c2)N1Cc1ccco1 (stereo not drawn) | 13.1%
CC(=O)NCCNc1nc2c(-c3cccc(C(F)(F)F)c3)nnn2c2ccccc12 | -5.5%
CCn1cc(CCC(=O)NCc2ccccc2OC)c2ccccc21 | -5.7%
CN(C(=O)Cn1cc(C(F)(F)F)ccc1=O)c1c(N)n(Cc2ccccc2)c(=O)[nH]c1=O | -9.1%
Cc1ccc(F)cc1NC(=O)CCC(=O)c1cccs1 | -19.4%

Profiles, looked up by structure. Values in the order: Rac1 GTP hydrolysis, K1F lysis inhibition, GPR55 antagonists, GPR55 activation, KOR beta-arrestin-1, KOR beta-arrestin-2, GPR35 arrestin U2OS, NTR1 ag, NTR1 ag cell count 20 µM, NOD1 NF-kB reporter
Shown for COCCNC(=O)Cn1nc(C(F)(F)F)c(Br)c1C = 5.7%, 7.5%, 2.4%, -0.5%, -23.9%, 0.2%, -10.5%, -0.2, 52, -18.7%
Shown for COc1ccc(C(=O)C2CCN(C(=S)Nc3ccc(F)cc3)CC2)cc1 = 8.1%, -0.1%, 13.8%, -1.0%, -8.2%, 2.0%, 7.5%, 0.4, 47, 23.2%

Going on with the list.
Values run as follows: Rac1 GTP hydrolysis	K1F lysis inhibition	GPR55 antagonists	GPR55 activation	KOR beta-arrestin-1	KOR beta-arrestin-2	GPR35 arrestin U2OS	NTR1 ag	NTR1 ag cell count 20 µM	NOD1 NF-kB reporter
CN(CCNS(=O)(=O)c1ccc2c(c1)oc(=O)n2C)Cc1ccccc1
    1.8%	6.5%	10.7%	-0.1%	17.2%	-2.9%	0.3%	0.1	77	-20.1%
CCOCCCn1c(=NC(=O)c2ccc(OC)c(OC)c2)c(C#N)cc2c(=O)n3cccc(C)c3nc21
    .	.	6.3%	-0.1%	-15.4%	0.2%	-4.8%	3.6	74	-12.9%
COc1ccc(CC(=O)N2CCC3(CC2)NCCc2[nH]cnc23)cc1
    9.8%	0.1%	12.5%	0.2%	-1.3%	-1.5%	-7.5%	-1.2	45	-23.3%
CCc1cc2cc(C)cc(C)c2[nH]c1=S
    11.2%	-0.5%	-11.3%	0.4%	-28.0%	0.6%	-1.5%	-0.3	60	-39.5%

This is a subset; the hit share may differ from the screen's.
